FUS suppressor: qHTS for Suppressors of FUS Proteinopathy: Primary screen using FUS-linked yeast assay. AID 1347120, 2019. 390,000 tested, 0.24% active. S. cerevisiae FUS-expressing, growth rescue, OD600, 24 h. Potency, µM (titrated, usually from 76.6 µM), without a hit: top-dose growth rescue (activation), most hits filed as activators; active means well fitted activation curve with a large enough effect; inconclusive means small, poorly fitted or top-dose-only effect; inactive means no such curve, though single readings can be large or run the other way;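 further: plate controls were DMSO vehicle for no effect and reference control for full effect; nearly all actives have a fitted effect of over 55% in size; some results filed as inactive show a strong effect at the top dose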
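S. cerevisiae expressing FUS from galactose induction served as the toxicity model. Growth after 24hr at 30C, read as absorbance at 600 nm, indicates suppression of toxicity; compounds dosed at several concentrations.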
* marks the source's active call; other numbers are inactive results; u = inconclusive. Potency means the concentration at half of the fitted maximal effect. Only part of the results is shown; rates above refer to the full screens.

Compound | FUS suppressor
O=C(CCc1ccccc1)N[C@H]1[C@H](OCc2ccccc2)CCC[C@@]12C(=O)N(Cc1ccccc1)c1ccc(-c3cnccn3)cc12 | u
CCOC(=O)[C@@]12CCC3=C1N(CCC3)C(=O)[C@H](CC(=O)NCc1ccccc1)C2 | 11%
CC(C)(N[C@@H](Cc1c[nH]c2ccccc12)C(=O)NCCCc1ccccc1)C(=O)NCc1ccccc1 | 29%
COc1ccc(C(=O)Nc2cc(Cl)c(Br)cc2C(=O)O)cc1 | 6%
COC(=O)[C@]12C[C@H](CC(=O)NCC3CCCCC3)C(=O)N(Cc3ccc(Cl)cc3Cl)C1=C[C@H](COCc1ccccc1)O[C@@H]2C | 41%
CN1[C@@H](Cc2ccccc2)COc2cc(F)ccc2S1(=O)=O | -7%
CCOc1ccc(-n2c(SCC(=O)c3ccc4ccccc4c3)nnc2-c2ccc(OC)cc2)cc1 | u
O=C(N1CCOCC1)N1CC[C@H]2[C@H](CCCN2Cc2ccc(F)cc2)C1 | -22%
CCCCN1CN2Cc3ccc(C)cc3C2CS1(=O)=O (stereo unspecified) | 14%
CCC(C)CNC(=O)CN1C(=O)C2CCCCN2C(=O)c2ccccc21 (stereo unspecified) | -3%
C[C@H]1C(c2ccccc2F)O[C@]2(C[C@H](O)c3c(ccc4ccccc34)O2)C[C@@H]1O (stereo partly specified) | 23%
COCC(=O)N(Cc1ccccc1)c1ccccc1C(=O)Nc1cc(OC)ccc1OC | 36%

Following part
Compound | FUS suppressor
CCCCN1CCN(C(=O)C2CCN(S(=O)(=O)c3ccc4[nH]c(=O)oc4c3)CC2)CC1 | 1%
O=C1CCC[C@H]2[C@@H](Cc3ccccc3)[C@@H](O)CC[C@]23CCCN13 | -7%
NC(=O)c1ccc(NC(=O)CSc2nnc(-c3ccccc3)n2-c2ccccc2)cc1 | 18%
Oc1ccc2[nH]cc(CCc3ccccc3)c2c1-c1ccccc1 | 18%
O=S(=O)(CC1NCCc2ccccc21)NCc1ccccc1 (stereo unspecified) | -21%
CCOC(=O)N1CCN(C(=O)C[C@H]2C[C@@]3(C(=O)OC)C(=C[C@H](C(C)C)O[C@@H]3C3CC3)N(Cc3cccc4ccccc34)C2=O)CC1 | u
COc1ccc(Cn2ccc3ccc(-c4ccc5ccn(Cc6ccccc6C)c5c4)cc32)cc1 | 19%
COC(=O)[C@]12C[C@H](CC(=O)NCc3cccs3)C(=O)N(Cc3cccc4ccccc34)C1=C[C@H](C1CCCC1)O[C@@H]2C | u
COc1ccc([C@H]2OC(=O)C[C@@H]2C(=O)N2CCN(c3ccccc3F)CC2)cc1OC | 19%
CC(=O)Nc1sc2c(c1-c1nc3ccccc3s1)CCOC2 | 43%
CN1CCC(N[C@@H](Cc2c[nH]c3ccccc23)C(=O)NCCCc2ccccc2)(C(=O)NCCc2c[nH]c3ccccc23)CC1 | u
N=c1c2c(ccn1CCCc1ccccc1)Oc1ccc3ccccc3c1C2c1ccccc1 (stereo unspecified) | 42%

4 entries picked at random from the list so far, as already listed:
Compound | FUS suppressor
COc1ccc([C@H]2OC(=O)C[C@@H]2C(=O)N2CCN(c3ccccc3F)CC2)cc1OC | 19%
Oc1ccc2[nH]cc(CCc3ccccc3)c2c1-c1ccccc1 | 18%
CCOC(=O)N1CCN(C(=O)C[C@H]2C[C@@]3(C(=O)OC)C(=C[C@H](C(C)C)O[C@@H]3C3CC3)N(Cc3cccc4ccccc34)C2=O)CC1 | u
COC(=O)[C@]12C[C@H](CC(=O)NCc3cccs3)C(=O)N(Cc3cccc4ccccc34)C1=C[C@H](C1CCCC1)O[C@@H]2C | u

The list continues.
Compound | FUS suppressor
COc1ccc(S[C@]2(C(=O)N3CCOCC3)CC(=O)N[C@@H]2c2ccc(OC)cc2)cc1 | 10%
O=C(C1CCN(c2ncnc3c2sc2cccc(F)c23)CC1)N1CCCCC1 | 32%
CC(C)c1ccc(OC[C@@H](O)CN2CCC(C(O)(c3ccccc3)c3ccccc3)CC2)cc1 | 24%
CCCC1CCC2(CC1)CCC2OC(=S)Nc1ccccc1 (stereo unspecified) | -9%
N#CCC[C@@H]1CC[C@]2(CCCN(S(=O)(=O)c3ccccc3)C2)O1 | -11%
O=C(c1cncnc1)N1CCC(n2nnc3ncccc32)CC1 | -21%
COC(=O)C[C@H]1CC[C@H]2[C@H](COc3ccc(NC(=O)Nc4ccccc4F)cc3C(=O)N2C)O1 | 17%
COc1cccc(N2CCN(C(=O)COc3cc(=O)n(C)c4ccccc34)CC2)c1 | 9%
C=CCN1[C@@H](CC(C)C)COc2cccc(F)c2S1(=O)=O | -29%
O=C(CSc1nnc(-c2cccc(Cl)c2)n1Cc1ccco1)Nc1ccc(OCc2ccccc2)cc1 | 29%
CCOC(=O)C1CCN(C(=O)C(C)(C)NC(=O)Nc2ccc3c(c2)CCC3)CC1 | 13%
O=C(NCCc1c[nH]c2ccccc12)OCc1cn(-c2cccc(C(F)(F)F)c2)nn1 | 29%

The results go on.
Compound | FUS suppressor
CCN(Cc1cccs1)c1ncnc2ccc(-c3ccc4c(c3)OCO4)cc12 | 13%
COc1ccc(S[C@]2(C(=O)N3CCN(c4ncccn4)CC3)CC(=O)N[C@@H]2c2ccc(OC)cc2)cc1 | 29%
Cc1sc2nc(SCC(=O)c3ccc(O)c(O)c3)n(C)c(=O)c2c1C | u
C[C@H]1[C@@H](OC(=O)Nc2ccc(Br)cc2)CC[C@@]23CCCN2C(=O)CCC[C@@H]13 | 34%
CC(C)(C)CCN1CCC[C@H](NC(=O)COc2ccc(F)c(Cl)c2)C1 | -2%
C=CCN(Cc1ccc2c(c1)OCO2)C(C#CC1CC1)C(C)(C)C (stereo unspecified) | -9%
O=C(Nc1c(-c2ccc(F)cc2)nc2ncccn12)c1ccccc1 | -6%
C[C@@H]1CCN(C2CC2)S(=O)(=O)c2c(cccc2N2CC[C@H](O)C2)O1 | -22%
Cc1ccc(NC(=O)Cn2nnc(-c3ccccc3F)n2)cc1C | 17%
O=C(c1cccs1)n1ccc2ccc(-c3ccc4ccn(Cc5ccccc5)c4c3)cc21 | u
O=C(CN1CCc2onc(-c3ccc(-n4cc(-c5ccccc5)nn4)cc3)c2C1=O)N1CCOCC1 | -23%
CCc1nccn1CC(=O)c1ccc(O)c(O)c1 | -6%

Further entries:
Compound | FUS suppressor
CCCCCCC(=O)NC1CCCCN(Cc2cccc(Cl)c2)C1=O (stereo unspecified) | 13%
CCOC(=O)[C@@]12CCC3=C1N(CCC3)C(=O)[C@H](CC(=O)NCCCCc1ccccc1)C2 | 33%
Cc1ccc(NC(=O)Nc2cc(C)nn2-c2ccccc2)cc1 | -10%
CCC(=O)N1CCc2cc(Br)c(S(=O)(=O)N3CCCC(C(=O)NC(C)(C)C)C3)cc21 (stereo unspecified) | 27%
COC(=O)[C@]12C[C@H](CC(=O)NCCCN3CCCC3=O)C(=O)N(CCc3ccc(OC)c(OC)c3)C1=C[C@H](C(C)(C)C)O[C@@H]2C | 47%
COc1ccc(-n2c(COc3ccc(C)cc3)nnc2SCC(=O)Nc2ccc(Oc3ccccc3)cc2)cc1 | 28%
CCCC[C@H](C(=O)N(C)c1cccc(OC)c1)[C@@H](O)c1ccc(C(C)=O)cc1 | 32%
O=C1C(NC(=O)C(F)(F)Br)CCCCN1Cc1cccc(C(F)(F)F)c1 (stereo unspecified) | -3%
CCS(=O)(=O)Nc1ccc2c(c1)C(=O)N(C)[C@@H]1CC[C@H](CC(=O)NCCCN3CCOCC3)O[C@H]1CO2 | -1%
Fc1ccc2nc(COCc3nc4ccc(F)cc4[nH]3)[nH]c2c1 | -14%
CCOC(=O)[C@]12CCCCC/C=C\1N(CCc1ccc(Cl)cc1)C(=O)[C@H]2CC(=O)NCc1ccc(OC)c(OC)c1 | u
COc1ccc(S[C@]2(C(=O)N3CCN(c4ncccn4)CC3)CC(=O)N(c3ccc(C#N)cc3)[C@@H]2c2ccc(OC)cc2)cc1 | u

Continuation:
Compound | FUS suppressor
COC(=O)C1CN(CCO)CCS(=O)(=O)N1Cc1cccc(Cl)c1 (stereo unspecified) | 2%
Fc1ccccc1-c1n[nH]c(=S)n1N=Cc1ccc(OCc2ccccc2)cc1 | 10%
O=C(NC1CCCCN(Cc2ccc(Cl)cc2)C1=O)c1cc(-c2ccccc2)no1 (stereo unspecified) | u
Cc1ccc(NC(=O)CCS(=O)(=O)c2ccccc2)cc1C | -19%
O=C(C1CCN(S(=O)(=O)c2ccc3[nH]c(=O)oc3c2)CC1)N1CCCN(Cc2ccccc2)CC1 | 7%
COc1ccc(CNS(=O)(=O)CC2NCc3cc(OC)ccc32)cc1 (stereo unspecified) | 28%
CCCCCCCCN1CCS(=O)(=O)N(Cc2ccc(C(F)(F)F)cc2)C(C(=O)OC)C1 (stereo unspecified) | 12%
C[C@@H]1CN([C@@H](C)CO)C(=O)c2cccc(NC(=O)Nc3cccc4ccccc34)c2O[C@H]1CN(C)S(=O)(=O)c1ccccc1F | u
C=CCN1C(=O)[C@@H](CC(=O)NCc2ccccc2)[C@]2(C(=O)OCC)CCCCC/C=C/12 | 13%
Cc1nc2ccc(C(=O)N3CCN(C(=O)C(C)(C)C)CC3)cc2n1C1CCCC1 | -17%
O=S1(=O)c2c(cccc2N2CCC[C@H]2CO)OCCCN1C1CC1 | -11%
CCOC(=O)N1CCN(C(=O)C[C@H]2C[C@@]3(C(=O)OC)C(=C[C@H](C(C)C)O[C@@H]3C3CC3)N(Cc3ccco3)C2=O)CC1 | 27%

The results go on.
compound | FUS suppressor
Clc1ccc(-n2c(SCc3cccc4ccccc34)nnc2-c2ccccc2)cc1 | u
COC(=O)[C@H]1C[C@@]2(N3CCCCC3)c3ccccc3N[C@H]2N1S(=O)(=O)c1ccc(C)cc1 | -1%
CCCCCCCCN1C(=O)[C@@H](CC(=O)NCc2ccccc2)C[C@@]2(C(=O)OC)C1=C[C@H](COCc1ccccc1)O[C@@H]2C | 42%
CCCCN1C(=O)N2Cc3ccc(C)cc3C2CS1(=O)=O (stereo unspecified) | -17%
CC(C)CSc1nnc(-c2cccnc2)n1Cc1ccccc1 | 1%
CC(=O)c1cc(-c2ccccc2)n(CC(=O)NCc2ccccc2)c1C | 0%
CN(Cc1ccco1)S(=O)(=O)c1ccc2c(c1)CCN2C(=O)CC(C)(C)C | 40%
COc1ccc(C(=O)C[n+]2ccc3c(c2)nc(Cc2ccccc2)n3C)cc1 | 11%
CCOC(=O)CC[C@@]1(C(=O)OCC)C[C@@H](CC(=O)NCCCN2CCCC2=O)C(=O)N2CCCC=C21 | -13%
CCCCOCCCNC(=O)C[C@H]1C[C@@]2(C(=O)OC)C(=C[C@H](COCc3ccccc3)O[C@@H]2C)N(CCc2ccc(OC)c(OC)c2)C1=O | u
COc1ccc(CN2C(=O)[C@@](O)(c3cccn3C)c3cc(Br)ccc32)cc1 | 25%
N[C@H](C(=O)Nc1ccc(Cl)cc1C(=O)c1ccc[nH]1)c1ccccc1 | 0%

Some of the entries so far, as labelled records:
Structure: CCOC(=O)CC[C@@]1(C(=O)OCC)C[C@@H](CC(=O)NCCCN2CCCC2=O)C(=O)N2CCCC=C21
  FUS suppressor = -13%

Structure: CCCCOCCCNC(=O)C[C@H]1C[C@@]2(C(=O)OC)C(=C[C@H](COCc3ccccc3)O[C@@H]2C)N(CCc2ccc(OC)c(OC)c2)C1=O
  FUS suppressor = u

Structure: COc1ccc(CN2C(=O)[C@@](O)(c3cccn3C)c3cc(Br)ccc32)cc1
  FUS suppressor = 25%

Structure: N[C@H](C(=O)Nc1ccc(Cl)cc1C(=O)c1ccc[nH]1)c1ccccc1
  FUS suppressor = 0%

Following part.
compound | FUS suppressor
C=CCN1C(=O)[C@@H](CC(=O)N2CCSCC2)[C@]2(C(=O)OC)CCCCC=C12 | -17%
Cc1ccc(OCCOc2c(Cl)cc(Cl)cc2Cl)c([N+](=O)[O-])n1 | -4%
COC(=O)[C@]12C[C@H](CC(=O)N3CCC(c4ccccc4)CC3)C(=O)N(CCc3ccc(OC)c(OC)c3)C1=C[C@H](C(C)C)O[C@@H]2C1CC1 | u
CC(=O)N1CCN(C(=O)CCn2nnc3ccccc32)CC1 | 13%
Cc1ccc(C2=CCN(C)C(=O)N2c2ccc(Cl)cc2)cc1 | 7%
O=C1CCC[C@H]2C[C@H](NCc3ccco3)CC[C@]23CCCN13 | -10%
Cc1ccc(CNC(=O)OC(C)(C)C)c(/C=C/S(=O)(=O)NC2CCCC2)c1 | 4%
CCC[C@H]1[C@@H](OC(=O)Oc2ccc([N+](=O)[O-])cc2)CC[C@@]23CCCN2C(=O)CCC[C@@H]13 | u
C[C@H]1C(=O)N2[C@@H](C[C@]3(c4c[nH]c5ccccc45)c4ccccc4N(S(=O)(=O)c4ccccc4)[C@H]23)C(=O)N1C | u
COC(=O)c1ccc2c(C3(c4c[nH]c5ccccc45)CCN(C(=O)OC(C)(C)C)CC3)c[nH]c2c1 | 46%
Cc1cccc(C)c1OCc1cccc(C2Nc3ccccc3C(=O)N2Cc2ccco2)c1 (stereo unspecified) | 28%
Cc1ccc(C(=O)NC2CCCCN(Cc3cccc(F)c3)C2=O)cc1 (stereo unspecified) | 8%

Continuation:
compound | FUS suppressor
CC(C)(C)OC(=O)NCCc1ccccc1/C=C/S(=O)(=O)NCc1ccccc1 | 7%
CC(C)C[C@H]1COc2cc(Br)ccc2S(=O)(=O)N1Cc1cn(Cc2ccco2)nn1 | -1%
O=C(Nc1nc(Cc2ccccc2)c(Cc2ccccc2)n1Cc1ccccc1)c1ccccc1 | 38%
CC(=O)Nc1nc2ncccn2c1-c1ccccc1 | 9%
CCC[C@H]1[C@@H](OC(=O)N2CCOCC2)CC[C@@]23CCCN2C(=O)CCC[C@@H]13 | 3%
CCOC(=O)CC[C@H]1CC[C@]2(CCCN(S(=O)(=O)c3ccccc3)C2)O1 | -3%
O=C(c1ccc(F)cc1F)N1CCC(Oc2cccnc2)CC1 | -6%
Cc1ccc(NC(=S)NNC(=O)CSc2nnc(-c3ccc(C)cc3)n2C2CCCCC2)cc1 | 22%

Compound activity (PubChem)
